PAX8 reporter: inhibitors of PAX8-driven TPO luciferase reporter, primary screen, RMG-I cells, single concentration; SteadyGlo, 24 h; inhibition, % at 12.6 µM; 360,000 tested, 1.2% active;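 active = mean replicate inhibition at least 60% with every replicate also reaching 60%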;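 note: luciferase light reporting Pax8 driven TPO promoter activity; plate controls were median of neutral control wells for no effect and mitoxantrone controls for full effect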
PGC1a acetyl inh: inhibitors of PGC1a acetylation signal, primary screen, cell-based, U2OS, AlphaScreen, inhibitor mode; AlphaScreen anti-acetyl-lysine; with virally co-expressed GCN5 acetyltransferase; 350,000 tested, 0.17% active; inhibition, % at 15.6 µM; AID 651687, 2012;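 active = every replicate shows inhibition of at least 40%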;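 note: 0% = neutral control wells and 100% = positive control wells; some results beyond the cut were filed as inactive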
C2C12 statin: suppressors of statin myotoxicity in C2C12 myotubes, primary screen, cell-based, single point, plate reader; C2C12 myotubes + simvastatin, ATP luminescence, 48 h; scaled: DMSO 0, geranylgeraniol control 100; rescue of ATP level, % at 7.49 µM; 330,000 tested, 0.78% active;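 active = mean ATP rescue above about 67%, or every replicate alone reaching that limit, limit read from the data, passing the limit was not always enough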;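 note: myotubes were challenged with 10 µM simvastatin during compound exposure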
LGR2 antag: inhibitors of bursicon-induced LGR2 CRE-luciferase signal, primary screen, cell-based, HEK293, CRE-luciferase reporter, bursicon stimulation | Drosophila bursicon receptor LGR2 (rickets) | bursicon-stimulated, 4 h | inhibition, % at 9.99 µM | 380,000 tested, 0.35% active;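 active = drop in luminescence signal, shown as inhibition above about 50% in the replicate tests, limit read from the data, passing the limit was not always enough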;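 note: agonist challenge used bursicon conditioned medium at about half maximal strength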
PglD DTNB: C. jejuni PglD acetyltransferase inhibitors, primary screen, biochemical, DTNB colorimetric, single point; AID 602405, 2012; 360,000 tested, 0.098% active; UDP-N-acetylbacillosamine N-acetyltransferase PglD (Campylobacter jejuni); inhibition, % at 12.5 µM; purified PglD enzyme, DTNB colorimetric CoA detection; in the data active = inhibition above about 16%, passing the limit was not always enough; note: strong numbers were not always called active
ARNT TACC3 PPI: disruptors of ARNT/TACC3 protein interaction, primary screen, biochemical, AlphaScreen, single concentration; AlphaScreen His-ARNT PAS-B/GST-TACC3 binding, luminescence; TACC3 fragment carries E629A point mutation; inhibition, % at 9.99 µM; 390,000 tested, 0.66% active; AID 623870, 2012;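 active = mean inhibition of replicates at least 50% and at least half of replicates each reaching 50%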;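 note: 0% = complete ARNT plus TACC3 wells and 100% = ARNT alone without TACC3; many hits fall short of the cut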
INS-1E GSIS act: GLuc luminescence reporter in INS-1E cells, primary screen for activators of glucose-dependent secretion of insulin | AID 743287, 2014 | INS-1E GLuc reporter insulin secretion, 2-3 h | 370,000 tested, 0.61% active | activation, % at 16.6 µM;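 active = lowest replicate activation of at least 40%, so every replicate reaches that level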;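 note: 0% = median of neutral control wells and 100% = median of IBMX positive control wells; some compounds called inactive have numbers as strong as hits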
Cneo AK release: Cryptococcus neoformans cell lysis inducers, primary screen, AK release luminescence, single concentration; lysis activity, % at 15 µM; C. neoformans lysis, adenylate kinase release luminescence, 4 h; normalised: neutral wells 0, clomiphene wells 100; 360,000 tested, 0.2% active;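 active = mean lysis activity across replicates of at least 80%, whatever share of replicates individually reach that level; inactive = mean lysis activity below 80%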
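Test system: log-phase Cryptococcus neoformans yeast cells; Quantity: yeast cell density of 5 × 10^6 cells/mL; Buffer or medium: YPD; Doses: single compound concentration per well; Timing: 4 h at 37 °C static, read 1 h later; Measured by: AK luminescence; Read-out basis: lysis from increased AK signal; Control set: Clomiphene as positive control.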
* = called active by the depositor; / = not tested or not shown.

SMILES	PAX8 reporter	PGC1a acetyl inh	C2C12 statin	LGR2 antag	PglD DTNB	ARNT TACC3 PPI	INS-1E GSIS act	Cneo AK release
COC(=O)c1sc(NC(=O)CC(C)C)c(C(=O)OC)c1C	/	-10	/	/	7	-1	/	1
O=C(C[C@@H]1CC[C@H](NC(=O)Nc2ccc(C(F)(F)F)cc2)[C@H](CO)O1)NCc1cc(F)cc(F)c1	30	2	23	26	5	-2	-24	-5
CCC(=O)OCC(=O)Nc1ccc2c(c1)OCO2	-3	-1	-2	-4	0	-2	14	-2
CS(=O)(=O)N(CC(=O)NCc1ccncc1)c1ccc(Cl)c(Cl)c1	/	5	9	15	-4	2	0	-2
C[C@@H]1CN([C@H](C)CO)C(=O)c2cccc(NC(=O)c3nc4ccccc4s3)c2O[C@H]1CN(C)Cc1ccc(Cl)c(Cl)c1	/	12	/	-40	-1	-6	-17	0
CCOC(=O)c1ccc(NC(=O)Nc2ccc3c(c2)OCCO3)cc1	/	-11	4	/	1	8	/	-2
COc1ccc(S(=O)(=O)N(C)C[C@@H]2Oc3c(NS(=O)(=O)c4c(C)noc4C)cccc3C(=O)N([C@@H](C)CO)C[C@@H]2C)cc1	-5	9	-48	-10	4	4	-6	-2
O=c1c2ccccc2nc(-c2ccco2)n1CCc1ccc(O)cc1	11	1	-13	8	-1	-6	26	0
COc1ccccc1NC(=O)C(C)NS(=O)(=O)c1ccc(F)cc1 (stereo not given)	/	-6	13	/	3	-3	/	-3
COc1ccc(C(=O)Nc2ccc3c(c2)C(=O)N(C)[C@H]2CC[C@H](CC(=O)NCC4CC4)O[C@@H]2CO3)cc1	-8	/	3	-16	-4	1	2	-5
O=c1c2ccccc2nc2c3ccccc3c3nncn3n12	/	8	-8	/	-9	-7	/	-3
CC(C)NC(=O)N(C)C[C@H]1Oc2ccc(NC(=O)Nc3ccc(F)cc3)cc2CC(=O)N([C@H](C)CO)C[C@H]1C	-15	10	-17	16	-6	-4	15	1
CCCCNc1c([N+](=O)[O-])ncn1C	-7	14	/	8	-7	-3	-4	-2
Clc1ccc(-n2nnc(-c3cccnc3Cl)n2)cc1Cl	-190	9	-8	-74	3	-2	/	-5
Cc1cc(Cl)c2oc(C(=O)N(CCO)Cc3ccccc3)c(C)c2c1	-53	0	-3	/	1	-3	/	0
C/C=C/c1ccc2c(c1)O[C@@H](CN(C)C(=O)CC)[C@@H](C)CN([C@H](C)CO)S2(=O)=O	/	-17	11	6	-1	-12	22	0
COCC(=O)N1C[C@H](C)[C@@H](OC)CN(C)C(=O)c2cc(NC(=O)NC(C)C)ccc2OC[C@@H]1C	-3	-3	-7	6	-1	1	-4	-4
CN1c2ccc(-c3ccccc3F)cc2[C@@H]2[C@@H](CCN2S(=O)(=O)c2ccccc2F)[C@@H]1CO	-11	0	-8	6	-2	5	11	5
Cc1cccc(NC(=O)CNC(=O)CN2C(=O)NC3(CCc4ccccc43)C2=O)c1C (stereo not given)	11	-12	2	14	2	30	26	-1
CC(=O)c1ccc(Oc2cnccn2)cc1	0	/	/	16	/	-1	17	/
CCOc1cc(Br)ccc1S(=O)(=O)NCc1ccccc1	/	-19	-18	-3	5	-14	-22	-2
O=C(CSc1n[nH]c(-c2ccccc2)n1)Nc1ccc(Br)cn1	/	/	11	/	-2	-4	/	2
Cc1ccc(S(=O)(=O)Nc2ccc(N(C)S(=O)(=O)c3ccc(C)cc3)cc2)cc1	0	/	-2	-3	4	1	-7	1
CC(=O)Nc1ccc(C(=O)N/N=C/c2cc(Br)cc(Br)c2O)cc1	1	26	0	-26	/	-5	-3	/
CCOc1ccc(C(=O)N2CCN(Cc3ccccc3)CC2)cc1	/	-2	14	/	3	-7	/	13
Cc1nn(Cc2ccc(C(=O)Nc3nc4c(C)cccc4s3)o2)c(C)c1Br	/	2	-3	/	-1	/	/	-2
Cc1cc(NC(=O)CSc2nc3ccccc3[nH]2)n(-c2ccccc2)n1	21	-6	/	1	-3	/	11	-1
O=C(COc1ncnc2ccccc12)N1CCN(S(=O)(=O)c2ccc(Cl)cc2)CC1	/	-6	11	/	0	0	/	3
CN(C)C(=O)c1cccc(-c2cccc(-c3nc(C(=O)NC4CCCCC4)cc4c3[C@@H](CCO)N([S@](=O)C(C)(C)C)C4)c2)c1	35	-15	-15	-11	-1	9	-14	13
COc1ccccc1N(C)S(=O)(=O)c1ccc(C(=O)Nc2ncc(C)s2)cc1	16	-4	4	-10	/	/	28	1
CCCNC(=O)Nc1ccc2c(c1)OC[C@@H](C)NC[C@H](C)[C@H](OC)CN(C)C2=O	-5	/	-3	-9	1	6	0	10
COc1cc(/C=C/C(=O)OCc2c(C)noc2C)ccc1OC(F)F	5	/	0	-10	2	32	36	-1
Cc1nn(C)c(C)c1CN(C(=O)CCc1nnc(Cc2c[nH]c3ccccc23)o1)C(C)C	10	-8	/	4	/	35	-1	/
CC(C)n1ncc2c(C(=O)N3CCN(Cc4ccc(Br)s4)CC3)cc(C3CC3)nc21	-2	3	-13	4	5	2	-8	-1
CCOC(=O)CN(C(=O)COC(=O)C1(c2ccccc2)CC1)c1ccc(F)cc1	14	/	23	-7	/	0	-30	/
C=CC[C@H](CC(=O)NCCO)C(=O)N[C@@H](C)COC(=O)[C@H](CC=C)CC(=O)OC(C)(C)C	1	2	-11	1	6	0	-9	2
C[C@H](CO)N1C[C@H](C)[C@H](CN(C)C(=O)C2CC2)Oc2ncc(-c3cccnc3)cc2C1=O	/	5	1	-13	-1	1	11	3
C[C@@H]1CN([C@H](C)CO)C(=O)c2cc(NS(=O)(=O)c3cn(C)cn3)ccc2O[C@H]1CN(C)S(C)(=O)=O	/	-3	44	12	8	-10	3	-3
C[C@H](CO)N1C[C@H](C)[C@H](CN(C)S(C)(=O)=O)Oc2ccc(NC(=O)Nc3ccc(C(F)(F)F)cc3)cc2C1=O	5	1	12	-12	4	14	20	1
C[C@H](NC(=O)C[C@@H]1CC[C@H](NS(=O)(=O)c2cccc(F)c2)[C@@H](CO)O1)c1ccccc1	/	-3	-12	16	4	-8	6	0
O=C(CCc1ccc(Oc2cc([N+](=O)[O-])cc([N+](=O)[O-])c2)cc1)N1CCCCC1	/	-12	47	/	-3	11	/	-1
CSCCC(NC(=O)COc1ccccc1)C(=O)N1CCCCC1 (stereo not given)	7	/	2	-12	-3	2	-1	3
CCC(=O)N[C@@H]1CC[C@H](CC(=O)NCc2ccc(OC)cc2)O[C@@H]1CO	-5	-2	4	11	1	-11	-2	-1
CCCCOc1ccc(/C=C/C(=O)NC2=Nc3ccccc3NC(C)=C2C(=O)OCC)cc1OC	-5	/	/	-2	/	-1	5	/
O=C(CNC(c1ccccc1)c1ccccc1)Nc1c(F)cccc1F	26	/	/	-16	/	-2	2	/
CCCCCCCCCCn1cc(C(C)=O)c(=O)[nH]c1=O	/	-16	3	/	1	1	/	-1
CCCOc1ccccc1OCC(=O)Nc1cccc(S(=O)(=O)NC2=NCCC2)c1	/	8	-1	-26	-3	1	32	0
NC(=S)N/N=C/c1c[nH]c2ccc(OCc3ccccc3)cc12	/	/	-7	/	3	23	/	-2
CN(C)CCCN(C(=O)COc1ccccc1)c1nc2ccc(F)cc2s1	1	/	/	-23	/	0	-15	/
O=C1CCCC(=O)N1c1ccc(N2CCOCC2)c([N+](=O)[O-])c1	3	-1	-9	2	-6	-5	-4	-6
COc1ccc(CCNC(=O)CCCC(=O)n2nc(C)c3ccccc32)cc1OC	-2	-6	-2	-6	0	-5	40	-1
COc1ccc(-c2cnc3c(NC(C)=O)cc(-c4ccc(C(=O)NC5CC5)cc4)cn23)cc1OC	28	5	-67	-34	-7	/	-9	-2
CC(C)(C)N(Cc1ccccc1)C(=O)COC(=O)C1CC1	2	-42	-5	-1	-6	-3	-31	1
Cc1[nH]ncc1-c1ccccc1Cl	-17	-6	/	-3	2	-1	/	3
Cc1ccc(CNC(=O)C2CCCN2C(=O)Nc2ccc(F)cc2)cc1 (stereo not given)	8	21	2	11	-2	-5	-1	0
O=[N+]([O-])c1ccc(Sc2nnnn2-c2ccccc2)c(Cl)c1	/	-2	15	3	-4	8	11	-3
COc1ccc(CCCC(=O)NCC(=O)N/N=C/c2cc(Cl)ccc2OC)cc1	/	/	/	7	/	-3	-10	-2
C/C=C/c1ccc([C@H]2[C@@H](CO)N(C(=O)NC3CCCCC3)[C@H]2C#N)cc1	4	-7	-9	3	11	16	-6	60
CO[C@@H]1CN(C)C(=O)c2cc(NC(=O)Nc3cccc(F)c3)ccc2OC[C@@H](C)N(C)C[C@H]1C	/	-3	-16	0	1	-2	-6	4
Cc1sc2nc(SCc3nc(-c4cccs4)no3)n(-c3ccccc3)c(=O)c2c1C	/	7	16	/	4	15	/	9
New compounds follow
SMILES	PAX8 reporter	PGC1a acetyl inh	C2C12 statin	LGR2 antag	PglD DTNB	ARNT TACC3 PPI	INS-1E GSIS act	Cneo AK release
CCCNC(=O)C1(C)CCN(C(=O)c2sccc2C)C1 (stereo not given)	/	/	-1	1	0	/	-1	2
CC(=O)N(C)C[C@H]1Oc2ncc(-c3cccc(F)c3)cc2C(=O)N([C@H](C)CO)C[C@@H]1C	/	-2	-8	-11	1	2	6	44
O=S(=O)(Cc1ccccc1)C1CCCCC1O (stereo not given)	-1	/	/	3	/	-5	6	/
NC(=O)CSc1nc2cc(Cl)ccc2c(=O)n1C1CCCCC1	-7	/	-21	-7	-5	-1	23	-2
CCN(CC)S(=O)(=O)c1cccc(C(=O)N[C@H](C(=O)NNC(=O)c2ccccc2)C(C)C)c1	2	-8	-5	4	-7	-2	-30	-11
Cc1ccc(S(=O)(=O)N(C)C[C@H]2Oc3ccc(NS(=O)(=O)c4c(C)noc4C)cc3CC(=O)N([C@H](C)CO)C[C@@H]2C)cc1	2	2	33	15	12	-6	-4	61
O=C(CSc1nnc(NC(=O)c2ccccc2Cl)s1)NC1CC1	-67	4	/	-6	-1	-3	-2	-2
Cc1ccc(N=C2SCCCN2C(=O)c2ccco2)cc1Cl	-1	35	-35	/	13	3	/	0
CN(C)C(=O)C[C@@H]1C[C@@H]2c3cc(NS(C)(=O)=O)ccc3O[C@@H]2[C@@H](CO)O1	-8	7	-14	5	1	1	8	-3
C[C@H](CO)N1C[C@H](C)[C@H](CN(C)Cc2ccc3c(c2)OCCN3C)OCc2cnnn2CCCC1=O	-45	2	-3	6	-4	8	3	7

Five entries picked at random from the list so far, as already listed:
SMILES	PAX8 reporter	PGC1a acetyl inh	C2C12 statin	LGR2 antag	PglD DTNB	ARNT TACC3 PPI	INS-1E GSIS act	Cneo AK release
Cc1ccc(N=C2SCCCN2C(=O)c2ccco2)cc1Cl	-1	35	-35	/	13	3	/	0
O=S(=O)(Cc1ccccc1)C1CCCCC1O (stereo not given)	-1	/	/	3	/	-5	6	/
CCN(CC)S(=O)(=O)c1cccc(C(=O)N[C@H](C(=O)NNC(=O)c2ccccc2)C(C)C)c1	2	-8	-5	4	-7	-2	-30	-11
CN(C)C(=O)C[C@@H]1C[C@@H]2c3cc(NS(C)(=O)=O)ccc3O[C@@H]2[C@@H](CO)O1	-8	7	-14	5	1	1	8	-3
CCCNC(=O)C1(C)CCN(C(=O)c2sccc2C)C1 (stereo not given)	/	/	-1	1	0	/	-1	2
